# Screens from PubChem.
# DENV2 CPE rescue: inhibitors of DENV2 cytopathic effect, primary screen, cell-based, plate reader, single concentration. DENV2-infected cells, cytopathic effect rescue. CPE inhibition, % at 9.99 µM. actives 1.7% (n = 350,000). AID 651640, 2012; in the data active = CPE inhibition above about 20%, passing the limit was not always enough; inconclusive = no clear call, values can overlap the other calls; tested in BHK-21 cells;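 note: 0% = median of neutral control wells and 100% = median of positive control wells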
# INS-1E GSIS act: GLuc luminescence reporter in INS-1E cells, primary screen for activators of glucose-dependent secretion of insulin. activation, % at 16.6 µM. AID 743287, 2014. INS-1E GLuc reporter insulin secretion, 2-3 h. actives 0.61% (n = 370,000);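 active = lowest replicate activation of at least 40%, so every replicate reaches that level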;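 note: 0% = median of neutral control wells and 100% = median of IBMX positive control wells; some compounds called inactive have numbers as strong as hits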
# RAD54 branch: inhibitors of human RAD54 branch migration, primary screen, biochemical, fluorescence, single point | DNA repair and recombination protein RAD54-like (Homo sapiens), Q92698 | RAD54 Holliday junction branch migration, FAM/BHQ fluorescence | inhibition, % at 10.4 µM | actives 0.14% (n = 360,000) | AID 602329, 2012;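 active = mean normalized replicate activity at least 40 and at least half of replicates scoring 40 or more; inconclusive = only one of the two criteria met; inactive = mean below 40 and under half of replicates reaching 40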;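 note: 0% = median of neutral control wells and 100% = median of positive control wells; inhibitors cause a drop in the FAM fluorescence signal; in these data hits start at about 50%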
# RAD52 inh: RAD52 DNA annealing inhibitors, primary screen, biochemical, FRET, single point, set 2; DNA repair protein RAD52 homolog (Homo sapiens), P43351; recombinant RAD52 DNA annealing, FRET fluorescence; inhibition, % at 18.7 µM; actives 0.46% (n = 360,000);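 active = every replicate showing at least 50% inhibition; inconclusive = mean inhibition at least 50% but not in every replicate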
# CFTR F508del cor: F508del CFTR correction, initial screen, CFBE line, single point; activity (quench increase), % at 7.58 µM; CFBE cells, YFP halide quenching; stimulated with forskolin plus potentiator P3; % fluorescence drop versus neutral controls; actives 0.36% (n = 350,000);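 active = mean added fluorescence quench of at least 8% versus neutral control, with both replicates also reaching 8%; inconclusive = only one of the mean or replicate conditions met; inactive = mean below 8% and not both replicates reaching 8%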;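 note: cells transiently co-express mutant CFTR-F508del with the halide-sensitive YFP; corrector assay measuring rescue of mutant channel to the surface after 24 h compound exposure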
# E-selectin induc: E-selectin induction in HUVECs, primary screen, imaging, HUVEC, immunofluorescence imaging, single point | P16581 | normalized: neutral wells 0, TNF-alpha wells 100 | activation, % at 7.58 µM | actives 0.37% (n = 260,000) | AID 686992, 2013;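 active = mean E-selectin-positive cell signal at least 10% of the positive control, reached in at least 60% of replicates, without over 20% cell loss; inconclusive = no rule given, readout overlaps actives, possibly toxicity-flagged; inactive = the rest, including those meeting only one limit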;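 note: in these data hits start at about 27%; measured in HUVEC primary endothelial cells; signal is the percent of cells scored E-selectin positive by PE staining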
# Target sequence (P16581 whole entry, looked up): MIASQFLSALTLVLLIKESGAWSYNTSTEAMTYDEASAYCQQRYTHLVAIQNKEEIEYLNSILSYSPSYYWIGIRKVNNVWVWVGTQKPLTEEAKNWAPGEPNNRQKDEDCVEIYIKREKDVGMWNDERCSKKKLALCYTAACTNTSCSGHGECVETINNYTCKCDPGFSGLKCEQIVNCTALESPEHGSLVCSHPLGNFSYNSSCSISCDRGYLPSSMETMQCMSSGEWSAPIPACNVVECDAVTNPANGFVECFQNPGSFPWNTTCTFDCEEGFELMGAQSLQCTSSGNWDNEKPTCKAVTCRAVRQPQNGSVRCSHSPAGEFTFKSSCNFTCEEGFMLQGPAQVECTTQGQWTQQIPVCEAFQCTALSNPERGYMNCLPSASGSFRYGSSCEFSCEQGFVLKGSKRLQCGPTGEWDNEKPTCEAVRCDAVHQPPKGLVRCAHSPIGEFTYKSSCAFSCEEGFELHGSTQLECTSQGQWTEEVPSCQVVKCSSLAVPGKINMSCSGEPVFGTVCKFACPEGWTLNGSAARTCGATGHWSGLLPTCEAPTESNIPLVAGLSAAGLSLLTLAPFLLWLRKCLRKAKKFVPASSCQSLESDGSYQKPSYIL
#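 Read-out basis: % PE-positive cells; Test system: HUVEC primary endothelial cells; Technique: immunofluorescence imaging; Dosing: single-point compound dose.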
# Xi reactivation: activators of inactive X chromosome reactivation, primary screen, imaging, XiGFP fibroblasts, GFP high-content imaging, set 2; XiGFP mouse fibroblasts, % GFP-positive cells imaging, 3 d; cells co-treated with 5-aza-dC sensitizer; scaled so ellipticine positive control = 100%; activation, % at 7.58 µM; actives 0.055% (n = 360,000);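 active = mean normalized replicate activation at least 10% and every replicate at or above 10%; inconclusive = only one of the two criteria met; inactive = mean below 10% and not all replicates reach 10%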;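 note: 0% = median of on-plate neutral control wells and 100% = ellipticine 6 µM median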
#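 Material: XiGFP fibroblasts, SV40-immortalized. Buffer or medium: DMEM plus 5-aza-dC sensitizer. Compound: single concentration per compound, delivered by pin transfer. Times: 3 days compound exposure. Controls: ellipticine 6 µM.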
# CASP6 VEID inh: human caspase-6 inhibitors, primary screen, biochemical, VEID-R110 fluorescence, single point, set 2; purified caspase-6, Z-VEID-R110 cleavage fluorescence; AID 686996, 2013; actives 0.53% (n = 350,000); P55212; inhibition, % at 12.5 µM;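 active = mean inhibition across replicates at least about 35%, with every replicate also reaching that limit, limit read from the data; inconclusive = only one of the two criteria met; inactive = neither criterion met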;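 note: 0% = median of neutral control wells and 100% = no fluorescence left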
# Target sequence (P55212 24-179 limits assumed): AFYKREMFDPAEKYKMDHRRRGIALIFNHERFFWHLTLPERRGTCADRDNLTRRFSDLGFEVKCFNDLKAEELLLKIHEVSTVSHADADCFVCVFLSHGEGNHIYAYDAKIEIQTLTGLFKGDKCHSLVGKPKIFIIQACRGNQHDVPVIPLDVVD
# Target sequence (P55212 194-293 limits assumed): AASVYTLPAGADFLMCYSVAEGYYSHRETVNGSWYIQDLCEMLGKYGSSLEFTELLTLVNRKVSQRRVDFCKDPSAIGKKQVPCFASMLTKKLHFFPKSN
# * = called active by the depositor; ? = inconclusive; / = no result given.
SMILES,DENV2 CPE rescue,INS-1E GSIS act,RAD54 branch,RAD52 inh,CFTR F508del cor,E-selectin induc,Xi reactivation,CASP6 VEID inh
Cc1ccc(S(=O)(=O)Nc2ccc3c(c2)C(=O)N([C@@H](C)CO)C[C@H](C)[C@H](CN(C)CC2CCCCC2)OCCCC[C@@H](C)O3)cc1,-8,-27,-6,39,0.1,-0.1,0.2,1
COc1cc2c(cc1OC)C(C)N(S(=O)(=O)c1cccs1)CC2 (stereo not drawn),6,36,-16,-8,1.7,0.3,0.0,-2
C[C@@H]1CN([C@@H](C)CO)C(=O)c2cccc(NC(=O)Nc3ccccc3)c2O[C@@H]1CN(C)C(=O)Nc1ccc2c(c1)OCO2,/,-2,-1,/,0.2,-0.5,0.4,/
O=C(Cc1ccccc1Cl)Nc1cc(S(=O)(=O)N2CCOCC2)ccc1N1CCOCC1,5,0,-3,-11,-3.3,/,0.1,1
O=C(C[C@H]1CC[C@@H]2NC[C@@H](O)COC[C@H]2O1)NCCN1CCCCC1,1,27,-3,/,1.0,-0.2,0.2,/
Cc1ccc(S(=O)(=O)NCC(=O)N(CC2CCCO2)C(C(=O)NCC2CCCO2)C(C)C)cc1 (stereo not drawn),-9,2,5,-12,-1.2,/,0.0,5
CC1CCN(S(=O)(=O)c2cccc(C(=O)NC3CCS(=O)(=O)C3)c2)CC1 (stereo not drawn),0,/,1,-3,0.6,-0.3,0.0,22
COc1ccc(-c2cnc3c(c2)C(=O)N([C@@H](C)CO)C[C@H](C)[C@@H](CN(C)C(=O)CN(C)C)O3)cc1,-1,21,5,-14,1.0,0.0,-0.1,-1
O=S(=O)(O)c1cnccc1Nc1cccc(C(F)(F)F)c1,-3,14,-3,-25,-1.6,0.0,0.1,2
C[C@H]1CN([C@@H](C)CO)C(=O)c2ccccc2-c2ccccc2CO[C@H]1CN(C)S(C)(=O)=O,13,-1,4,0,-2.7,-0.5,0.0,0
C[C@@H]1CN([C@@H](C)CO)C(=O)c2cc(NC(=O)Nc3ccccc3)ccc2O[C@@H]1CN(C)Cc1ccc(Oc2ccccc2)cc1,-13,-17,-3,28,0.5,-0.2,0.1,-2
COc1cc([N+](=O)[O-])ccc1NC(=O)Nc1nc2c(s1)CCCC2,7,11,/,-8,0.1,1.9,0.2,6
O=C(NC1CCCC1)C(c1ccccc1)n1c(-c2cccs2)nc2ccccc21 (stereo not drawn),-12,-10,/,-23,1.5,-0.2,0.4,2
C/C=C/c1ccc([C@H]2[C@@H](CO)N3C(=O)CN(S(=O)(=O)c4ccccc4)C[C@H]23)cc1,7,-8,/,-12,0.7,-0.3,0.1,-2
O=C(N/N=C/c1c[nH]c2ccccc12)c1cccs1,46*,-12,6,-22,-2.9,-0.3,0.2,2

# Structures above that have two or more sulfur atoms (two):
SMILES,DENV2 CPE rescue,INS-1E GSIS act,RAD54 branch,RAD52 inh,CFTR F508del cor,E-selectin induc,Xi reactivation,CASP6 VEID inh
COc1cc2c(cc1OC)C(C)N(S(=O)(=O)c1cccs1)CC2 (stereo not drawn),6,36,-16,-8,1.7,0.3,0.0,-2
CC1CCN(S(=O)(=O)c2cccc(C(=O)NC3CCS(=O)(=O)C3)c2)CC1 (stereo not drawn),0,/,1,-3,0.6,-0.3,0.0,22

# Additional structures
SMILES,DENV2 CPE rescue,INS-1E GSIS act,RAD54 branch,RAD52 inh,CFTR F508del cor,E-selectin induc,Xi reactivation,CASP6 VEID inh
O=C(CCN1CCCCC1)N[C@H]1C=C[C@H](CC(=O)N2CCC(Cc3ccccc3)CC2)O[C@H]1CO,-3,6,-3,9,-3.7,0.3,0.1,2
Cc1ccccc1-c1ccc([C@H]2[C@H]3CN(C(=O)c4cccnc4)CCCCN3[C@H]2CO)cc1,2,-7,4,1,-3.9,0.5,0.3,0
Cc1ccc(-n2nnc3c(=O)n(Cc4cccc(C)c4)cnc32)cc1,0,-32,1,-7,2.2,0.0,7.6,0
CCc1nc2c(OCc3ccc(C(F)(F)F)cc3)cccn2c1N(C)C(=O)c1ccco1,8,-12,3,-27,1.9,0.6,0.4,0
C[C@@H]1CN([C@H](C)CO)C(=O)c2cccc(NC(=O)C3CCCCC3)c2O[C@@H]1CN(C)CC1CCCCC1,-7,-3,-9,2,-0.8,0.4,0.0,0
COCC#Cc1ccc2c(c1)O[C@H](CN(C)C(=O)Nc1ccc(OC)cc1)[C@@H](C)CN([C@@H](C)CO)S2(=O)=O,-4,-5,8,6,1.2,0.7,-1.3,1
CCCNC(=O)C[C@@H]1CC[C@H]2[C@@H](COC[C@H](O)CN2C(=O)Nc2c(C)noc2C)O1,-1,12,5,0,2.7,-0.1,0.5,3
CC(=O)n1c2c(c3ccccc31)OC(N)=C(C#N)C2c1cccc(Cl)c1Cl (stereo not drawn),-6,-9,/,-14,1.3,0.2,0.1,2
COc1ccc2c(c1)CO[C@]21O[C@H](CCO)C[C@H](O)[C@H]1O,-3,/,-1,1,6.2,0.7,0.0,2
Cc1ccc(CCC(=O)Nc2ccc(C)c(C)c2)o1,9,-10,/,-11,1.1,/,0.0,0
O=C(NCc1ccccc1OC(F)(F)F)C1CCC(=O)N(CCc2ccccn2)C1 (stereo not drawn),6,-1,-4,-23,-0.3,-1.4,1.4,0
O=C(c1cc(C2CC2)nn1-c1ccccc1)N1CCN(S(=O)(=O)c2cccc(F)c2)CC1,?,-1,-2,6,0.0,3.3,0.2,-1
COc1ccccc1NC(=O)N[C@H]1C=C[C@H](CC(=O)N[C@@H](C)c2ccccc2)O[C@@H]1CO,6,4,-2,-6,-2.2,-0.2,-0.1,4
O=C(N/N=C/c1cc(Br)ccc1O)c1ccccc1Cl,/,3,-1,/,1.9,-0.2,-0.1,/
CCOc1ccccc1-c1nc2c(s1)CCc1onc(-c3ccc(OC)cc3)c1-2,/,-1,-1,/,0.0,0.1,0.3,/
CCN(C(=O)COC(=O)CC(C)c1ccccc1)c1c(N)n(Cc2ccccc2)c(=O)[nH]c1=O (stereo not drawn),-12,4,6,-12,-0.4,2.2,-0.1,-2
C[C@@H]1CN([C@@H](C)CO)C(=O)c2cccc(NC(=O)Nc3cccc4ccccc34)c2O[C@H]1CN(C)C(=O)Nc1ccc2c(c1)OCO2,-2,-10,3,-8,0.1,0.1,-1.0,6
C[C@@H]1CN([C@H](C)CO)C(=O)c2cccc(NC(=O)Nc3ccccc3)c2O[C@H]1CN(C)Cc1ccncc1,-7,2,-2,3,-0.9,-0.1,0.1,0
CCN(CC(=O)Nc1c(F)cccc1F)C(=O)/C=C/c1ccc2ccccc2n1,1,-4,5,-18,-0.3,3.1,0.4,47*
COc1ccc(S(=O)(=O)Nc2ccc3c(c2)CC(=O)N([C@@H](C)CO)C[C@H](C)[C@@H](CN(C)Cc2ccccc2)O3)cc1,0,4,0,5,2.6,/,-1.0,-2
CCOC(=O)N1CCN(C(=O)c2cccc(N3C(=O)NC4CC3(C)Oc3ccccc34)c2)CC1 (stereo not drawn),10,4,-2,-3,1.2,/,0.3,-2
COc1ccc2c3c(n(C)c2c1)[C@H](CO)N(CC1CC1)CC31CCN(C(=O)c2ccc(F)cc2)CC1,5,-4,/,-37,1.8,-0.5,0.8,-2
C[C@@H]1CN([C@@H](C)CO)C(=O)Cc2cc(NS(=O)(=O)c3cn(C)cn3)ccc2O[C@H]1CN(C)CC1CC1,-3,20,-1,-2,0.2,-0.1,-0.5,/
COc1ccc2c3c(n(C)c2c1)[C@@H](CO)N(C(=O)Cc1ccccn1)CC31CN(CC2CC2)C1,2,-8,/,14,-0.9,0.3,0.2,-6
COc1ccc(Nc2nc3ccc(OC)cc3s2)cc1,2,7,/,4,-1.4,/,0.1,4
COc1ccc(S(=O)(=O)Nc2ccc3c(c2)C(=O)N([C@H](C)CO)C[C@H](C)[C@@H](CN(C)C(=O)Nc2ccc(F)cc2)OCCCC[C@@H](C)O3)cc1,7,-3,11,-14,-3.0,0.0,-0.1,-2
Cc1ccc(S(=O)(=O)Nc2ccc3c(c2)CC(=O)N([C@@H](C)CO)C[C@@H](C)[C@H](CN(C)C(=O)Nc2ccc(C(F)(F)F)cc2)O3)cc1,-15,-21,2,-12,2.4,0.3,-1.0,-1
O=[N+]([O-])c1ccccc1S(=O)(=O)N1CCc2ccccc2C1,-1,9,/,4,-2.5,/,0.0,5
N=C1c2ccccc2-c2ccccc21,-15,10,-13,-1,-0.8,-0.5,0.0,-2
COCC(=O)N1C[C@@H]2[C@H](c3ccccc31)[C@H](CO)N2C(=O)C1CCOCC1,-15,12,2,-11,-0.1,1.2,0.0,0
CCN(CC)CCCN(C(=O)c1ccc(OC)cc1)c1nc(-c2ccc(OC)cc2)cs1,-22,-15,16,57*,-2.8,1.8,0.0,-34
CCOc1ccc(Br)cc1S(=O)(=O)NCC(c1ccc(OC)cc1)N1CCOCC1 (stereo not drawn),-9,-6,-6,-13,-1.3,-0.5,0.4,3
CC[C@H](NC(=O)[C@H]1O[C@@H](n2cnc3c(=O)[nH]c(N)nc32)[C@H](O)[C@@H]1O)c1ccccc1,?,/,/,-4,-1.0,0.1,0.1,1
CNC[C@H]1[C@@H](c2ccccc2)[C@@H](CO)N1C(=O)Nc1cccc(OC)c1,-7,1,-7,-32,1.4,0.0,0.0,1
CO[C@H]1CN(C)C(=O)c2ccc(NC(=O)Nc3ccc(Cl)cc3)cc2OC[C@H](C)N(C(=O)Nc2c(C)noc2C)C[C@@H]1C,2,-9,/,18,-1.8,-0.3,-0.2,1
CN(C)c1ccc2nc3ccc(=O)cc-3sc2c1,-5,/,-4,-82,-0.3,-0.2,4.5,4
COc1cccc(NC(=O)Nc2ccc3c(c2)OC[C@H](C)NC[C@@H](C)[C@H](OC)CN(C)C3=O)c1,22*,10,-5,26,0.8,0.2,0.3,-7
O=C(N/N=C/c1cccc([N+](=O)[O-])c1)c1cc[n+](CCO)cc1,11,-3,18,82*,2.8,/,0.4,-62
FC(F)(F)c1cccc(-n2c(Cn3nnc4ccccc43)n[nH]c2=S)c1,3,-13,-12,-4,1.1,0.9,-0.2,-1
CCc1ccc(CCC(=O)Nc2ccc(C(=O)O)cc2)o1,1,-4,4,-26,-1.7,/,0.1,2
COC(CNC(=O)C(=O)NCC1CCCN1S(=O)(=O)c1cccs1)OC (stereo not drawn),3,14,4,1,-5.8,-0.7,-0.3,-1
Cc1ccc(C)c(-n2c(Cc3cc(=O)[nH]c(=O)[nH]3)nnc2SC(C)C)c1,-5,17,-4,-22,-0.8,/,-0.1,0
CCOC(=O)COc1c(C(=O)OC)sc2ncccc12,3,17,/,-18,-0.6,-0.4,-0.3,-1
O=C(CSc1nnc(-c2ccccc2)c2ccccc12)NCCN1C(=O)CSC1=O,-5,27,6,-7,2.2,-0.5,0.7,5
S=c1nc(C23CC4CC(CC(C4)C2)C3)[nH][nH]1,-1,7,/,-7,-1.9,0.2,0.1,-2
O=C1C=C(C#Cc2ccccc2)C[C@@H](c2ccc(F)cc2)C1,-4,2,1,-16,-4.6,1.2,0.0,1
